Dicer inh: inhibitors of human Dicer processing of pre-microRNA; cat-ELCCA pre-miR-21 Dicer processing, chemiluminescence; hits give high values; z-score at 25 µM; hit rate 6% among 47,000; AID 1347074; in the data active means z-score above about 3, passing the limit was not always enough;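 further: plate controls were vehicle for no effect and no enzyme for full effect; higher signal means more uncleaved substrate so more Dicer inhibition; strong numbers were not always called active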
Target sequence (Q9UPY3 whole entry, looked up): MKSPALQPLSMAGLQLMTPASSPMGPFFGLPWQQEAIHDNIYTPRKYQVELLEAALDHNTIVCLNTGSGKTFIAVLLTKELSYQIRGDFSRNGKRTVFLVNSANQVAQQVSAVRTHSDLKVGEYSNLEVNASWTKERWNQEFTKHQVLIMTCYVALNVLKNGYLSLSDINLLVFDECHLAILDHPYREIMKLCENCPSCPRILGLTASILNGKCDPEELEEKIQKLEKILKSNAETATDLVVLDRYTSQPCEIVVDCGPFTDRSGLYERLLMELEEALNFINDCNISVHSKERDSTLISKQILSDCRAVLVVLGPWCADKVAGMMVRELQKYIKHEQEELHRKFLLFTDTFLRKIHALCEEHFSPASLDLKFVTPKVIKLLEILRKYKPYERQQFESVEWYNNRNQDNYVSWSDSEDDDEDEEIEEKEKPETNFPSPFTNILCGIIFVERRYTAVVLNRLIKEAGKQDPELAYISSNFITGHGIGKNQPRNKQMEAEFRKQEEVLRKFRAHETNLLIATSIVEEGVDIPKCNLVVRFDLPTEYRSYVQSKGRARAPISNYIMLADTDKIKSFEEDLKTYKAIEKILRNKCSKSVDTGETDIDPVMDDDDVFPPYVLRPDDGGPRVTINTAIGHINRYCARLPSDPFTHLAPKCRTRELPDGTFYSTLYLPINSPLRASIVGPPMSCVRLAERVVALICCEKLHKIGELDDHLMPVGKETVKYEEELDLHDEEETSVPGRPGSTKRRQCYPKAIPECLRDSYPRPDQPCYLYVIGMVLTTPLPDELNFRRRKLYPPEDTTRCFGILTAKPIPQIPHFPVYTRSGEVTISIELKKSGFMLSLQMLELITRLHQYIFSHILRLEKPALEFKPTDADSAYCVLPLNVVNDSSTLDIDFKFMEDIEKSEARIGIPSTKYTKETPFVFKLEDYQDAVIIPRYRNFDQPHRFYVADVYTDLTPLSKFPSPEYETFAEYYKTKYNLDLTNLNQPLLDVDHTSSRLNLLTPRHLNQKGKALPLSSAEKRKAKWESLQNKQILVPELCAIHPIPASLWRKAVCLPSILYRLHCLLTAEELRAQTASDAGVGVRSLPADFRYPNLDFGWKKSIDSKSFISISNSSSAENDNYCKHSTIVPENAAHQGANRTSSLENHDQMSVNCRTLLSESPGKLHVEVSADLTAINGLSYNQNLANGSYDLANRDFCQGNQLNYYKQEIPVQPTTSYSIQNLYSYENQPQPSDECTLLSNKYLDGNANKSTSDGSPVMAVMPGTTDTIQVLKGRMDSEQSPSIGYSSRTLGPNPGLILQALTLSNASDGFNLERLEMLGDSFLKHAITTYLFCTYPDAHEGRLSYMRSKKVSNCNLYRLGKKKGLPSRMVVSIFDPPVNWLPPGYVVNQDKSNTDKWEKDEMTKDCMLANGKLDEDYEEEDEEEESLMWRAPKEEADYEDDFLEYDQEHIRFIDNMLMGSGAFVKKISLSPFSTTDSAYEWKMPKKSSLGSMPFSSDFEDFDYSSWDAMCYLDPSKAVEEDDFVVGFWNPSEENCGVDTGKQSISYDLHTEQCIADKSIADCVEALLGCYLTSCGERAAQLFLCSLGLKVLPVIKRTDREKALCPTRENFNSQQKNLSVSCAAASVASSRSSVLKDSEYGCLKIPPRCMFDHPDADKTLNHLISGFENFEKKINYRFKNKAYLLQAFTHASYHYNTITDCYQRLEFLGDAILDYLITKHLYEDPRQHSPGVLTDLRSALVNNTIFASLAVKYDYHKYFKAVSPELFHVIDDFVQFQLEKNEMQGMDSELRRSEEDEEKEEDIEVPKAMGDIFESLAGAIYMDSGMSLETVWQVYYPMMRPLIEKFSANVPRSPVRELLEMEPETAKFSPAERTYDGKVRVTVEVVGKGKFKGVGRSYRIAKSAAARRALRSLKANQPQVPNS
Active calls of the source: *. The list is partial (hit frequency here may not be typical).

SMILES	Dicer inh
C=CCOC(Cn1ccnc1)c1ccc(Cl)cc1Cl (configuration not stated)	-0.48
COC(=O)c1ccc(Oc2ncnc3scc(-c4ccccc4)c23)o1	0.94
CC1=NN(c2ccccc2)C(=O)/C1=C1/C(=O)N(c2ccccc2)N=C1C	-6.06
COc1ccc(CN(C)CCc2ccccn2)cc1OC	0.32
O=C1Sc2ccc(S(=O)(=O)Nc3cccc(Cl)c3)c3cccc1c23	2.36
COCc1nc(-c2ccccn2)[nH]c(=O)c1C	0.46
CCOC(=O)c1cn2nc(Oc3ccc(CC(C)=O)cc3)ccc2n1	0.9
O=C(OCc1ccccc1)Oc1cncc(C(=O)O)c1	-0.67
O=c1cc(O)c2sc3nc(-c4cccs4)cc(-c4ccc(Cl)cc4)c3c2[nH]1	0.46
COc1cc2c(cc1OC)/C(=C/c1ccc(C(F)(F)F)cc1)C(=O)N2	-0.13
Cc1ccccc1N1CC(=O)Nc2c(oc3nc(-c4ccccc4)cc(C)c23)C1=O	-0.66
CC1CC(=O)Nc2ccccc2N1C(=O)c1ccco1 (configuration not stated)	-1.7
Cc1ccc(N(CC(O)CN2CCOCC2)S(=O)(=O)c2ccc(C)cc2)cc1 (configuration not stated)	1.87
COCCn1c(-c2ccc(F)cc2)cnc1NCc1ccccc1	-0.33
Cc1ccc(C(=O)C(C)Sc2ccc(Cl)cc2)cc1Cl (configuration not stated)	-0.74
O=C(Nc1scc2c1c(=O)oc1ccccc12)c1cccs1	-0.1
CCN(CC)CCN1CNC(=S)NC1	0.58
CC1CCc2c(sc3ncn4cnnc4c23)C1 (configuration not stated)	-0.73
C=CCOc1ccc(C2/C(=C(\O)c3ccc(OCC)cc3)C(=O)C(=O)N2c2nnc(C)s2)cc1 (configuration not stated)	1.58
O=S1(=O)N=C(Nc2ccc(F)c(Cl)c2)c2ccccc21	2.96
CSc1nc(-c2ccccc2)nc(Sc2ccccc2)c1C#N	-1.04
Cc1ccc(F)cc1NC(=O)Nc1nnc(C2CC2)s1	-0.76
C=CCOc1ccc(C(=O)N(Cc2ccc(C(C)C)cc2)C2CCS(=O)(=O)C2)cc1 (configuration not stated)	1.2
CC(=O)Nc1nc(C)c(Oc2cccc(C(F)(F)F)c2)c(=O)[nH]1	0.34
CNS(=O)(=O)c1ccc(C(F)(F)F)cc1S(=O)c1ccccc1C(=O)O (configuration not stated)	0.24
SMILES	Dicer inh
Cc1ccc2ccc(C(Nc3ccccn3)c3cccc(Cl)c3)c(O)c2n1 (configuration not stated)	15.9*
COCc1cc(C)nc(Sc2nc3c(c(=O)n(C)c(=O)n3C)n2C)c1C#N	-0.13
COC(=O)c1cc2c(s1)-c1cc(Cl)ccc1SC2	-0.08
O=C(O)C(F)(F)C12OC3C4C5CC(C6C5C3C61)C42 (configuration not stated)	0.76
c1ccc2c(c1)NC(c1c[nH]c3ccccc13)N2	1.47
CCCc1c(C(=O)Nc2ccc(Cl)cc2)cnn1C	0.91
COC(=O)c1c(NC(=O)COc2ccccc2)sc2c1CCCC2	0.4
Cc1ccc(CSc2nc3ccc([N+](=O)[O-])cc3s2)cc1	1.49
O=c1cc(-c2ccccc2)oc2ccc(Cl)cc12	-1
CN1C(=O)c2ccccc2Sc2cc([N+](=O)[O-])ccc2S1(=O)=O	6.48
O=C(Cn1cnc([N+](=O)[O-])n1)Nc1ccc(F)c(Cl)c1	-0.57
CCSc1ncccc1C(=O)Oc1cc(C)nn1-c1ccccc1	-5.28
COC(=O)C1=C(C)NC2=C(C(=O)CC(c3ccccc3)C2)C1c1ccccc1Cl (configuration not stated)	2.14
FC(F)(F)c1ccc2nsnc2c1	2.76
COc1ccc(-c2nc3cc(OC)c(OC)cc3c(=O)o2)cc1	2.05
O=C(c1ccc2nsnc2c1)N1CCN(C2c3ccccc3-c3ccccc32)CC1	-0.03
O=C1c2ccccc2C(=O)N1CNc1ccc(Oc2ccccc2)cc1	3.83*
NCCc1nnc(SCc2cccc(Cl)c2)o1	0.36
CCOC(=O)Cc1csc(N2C(=O)c3ccccc3C2=O)n1	-1.02
COC(=O)c1ccc(Cn2cc(Cl)cn2)cc1	0.94
CCOC(=O)C1=C(C)NC(=O)CC1c1cc2c(cc1Br)OCO2 (configuration not stated)	0.41
CC(C)OC(=O)C1C2C=CC3(CN(C4CCCCC4)C(=O)C13)O2 (configuration not stated)	-0.3
COc1ccc(-c2cc3ncc(C(=O)c4cc(Cl)c(C)cc4O)cn3n2)cc1	-1.2
Cc1cc(S(=O)(=O)NC2CCCCNC2=O)c(C(F)(F)F)o1 (configuration not stated)	-0.06
CCCC1=C(C(=O)OCC)C(c2cccc(F)c2)n2c(nc3ccccc32)N1 (configuration not stated)	0.56

Next section, starting with the last 2 of the part before.
SMILES	Dicer inh
Cc1cc(S(=O)(=O)NC2CCCCNC2=O)c(C(F)(F)F)o1 (configuration not stated)	-0.06
CCCC1=C(C(=O)OCC)C(c2cccc(F)c2)n2c(nc3ccccc32)N1 (configuration not stated)	0.56
Clc1nc(NCCN2CCOCC2)nc(N2CCC(Cc3ccccc3)CC2)n1	0.1
O=C(O)[C@H]1CCCN1C(=O)OCc1ccccc1	0.57
Cc1ccc(C2CC(=O)Nc3nc(N)[nH]c(=O)c32)cc1 (configuration not stated)	2.48
Cc1noc(-c2ccc(Cl)cc2)c1C(=O)NN	-1.11
Cc1cc(-c2noc(C(C)(C)C)n2)cc(-c2noc(C(C)(C)C)n2)c1	-0.46
CSc1ccc(OS(=O)(=O)c2ccc(C)c(F)c2C)cc1	-0.54
CCOc1ccc(NC2OC(=O)c3ccccc32)cc1 (configuration not stated)	0.89
COC(=O)CCC(=O)c1ccn(S(=O)(=O)c2ccccc2)c1	0.73
CC(C)(C)Nc1nc(Oc2ccc(=O)[nH]n2)nc(N2CCOCC2)n1	-0.25
CC(=O)Nc1ccc(N2COc3ccc(Br)cc3C2)cc1	-0.26
COCCCNC(=S)N/N=C/c1ccc(O)cc1O	-2.73
Cn1nccc1NC(=O)Nc1cccc(Br)c1	-0.01
CC1CN(c2nc3ccccc3nc2SCC(=O)NC2CCCCC2)CC(C)O1 (configuration not stated)	1.73
COc1ccc(C2CC(=O)C3=C(C2)NC(C)=C(C(=O)OC(C)C)C3c2ccc(F)cc2)cc1 (configuration not stated)	-0.25
COc1cc2nc(NC(=O)c3ccccc3)sc(=O)c2cc1OC	0.8
COc1cc2nc(-c3ccc(OC(C)=O)cc3)oc(=O)c2cc1OC	1.41
Cc1ccc(Nc2ncnc(N)n2)cc1C	-0.23
COC(=O)c1ccc2c(c1)N(C)S(=O)(=O)/C(=C\Nc1ccc(OC)cc1)C2=O	0.35
S=C(NCc1csc2ccccc12)NCC1CC1	4.01*
COc1ccc(Oc2c(C(F)(F)F)oc3c(CN4CCCCC4C)c(O)ccc3c2=O)cc1 (configuration not stated)	0.14
COc1ccc(C(=O)c2c(N)sc3c2CCN(C)C3)cc1	-0.93
COc1nccnc1NS(=O)(=O)c1ccc(N)cc1	-1.05
COc1ccc(-c2cc(C(F)(F)F)n3nc(C(N)=O)c(Br)c3n2)cc1	-0.87
O=C(Nc1ccc(F)c(Cl)c1)C1CC(=O)n2c(nc3ccccc32)N1 (configuration not stated)	0.52
Cc1ccccc1/C=C/C1=NCCN1	-0.19
SMILES	Dicer inh
CCC(CO)NS(=O)(=O)c1cc(-c2nnc(OC)c3ccccc23)ccc1C (configuration not stated)	-0.92
COCCOC(=O)C1=C(C)Nc2nc3ccccc3n2C1c1ccc(C)cc1 (configuration not stated)	-0.86
NC1=NC(c2ccccc2O)n2c(nc3ccccc32)N1 (configuration not stated)	3.56*
COc1ccccc1C1CCN(c2ccc(C(F)(F)F)cc2[N+](=O)[O-])CC1	0.04
CCC(C(=O)O)N1C(=O)C2CCCCC2C1=O (configuration not stated)	0.98
COc1ccc(/C=C/c2nc3ccccc3n2C)cc1	1.15
C=CCOc1cccc(C2c3c(oc4ccccc4c3=O)C(=O)N2c2nc(C)c(C(=O)OC)s2)c1 (configuration not stated)	-2.61
Cc1ccc2ccc(C(Nc3ccccn3)c3ccccc3C)c(O)c2n1 (configuration not stated)	0.11
CCOc1ccc(S(=O)(=O)N2CCSC2c2cc(OC)ccc2OC)cc1 (configuration not stated)	4.81*
c1ccc2nc(C3=NCCN3)ccc2c1	1.05
COc1ccc(CC(=O)NCc2cc(C)oc2C(F)(F)F)cc1OC	0.59
CCCc1nnc(N2C(=O)c3oc4ccc(F)cc4c(=O)c3C2c2ccc(OCC)cc2)s1 (configuration not stated)	-1.03
CC(C(=O)NNC(=S)NCC1CC1)n1nnc(N2CCOCC2)n1 (configuration not stated)	3.88*
CCSCCOC(=O)C1=C(C)NC2=C(C(=O)CC(c3ccccc3Cl)C2)C1c1cccs1 (configuration not stated)	0.03
CN(C)c1cccc2c1c(NS(=O)(=O)c1cn(C)cn1)nn2C	-1.36
O=C(COc1ccc(Cl)cc1)NC1CCS(=O)(=O)C1 (configuration not stated)	-0.74
Clc1ccc2[nH]c3c(c2c1)CCCC3	1.13
Cc1cc(C)n2c(SC3CCCCC3NS(=O)(=O)c3ccc(Cl)cc3)nnc2n1 (configuration not stated)	3.56*
Nc1cc(=O)n(Cc2ccco2)c(=S)[nH]1	-0.27
CC1=NN(c2ccc(C)cc2)C(=O)/C1=C/N(C)C	-7.56
CCOC(=O)c1cc(CSc2n[nH]c(=O)n2-c2ccccc2)on1	-0.14
COC(=O)C(Cc1c[nH]c2ccccc12)N=Cc1ccccc1 (configuration not stated)	1.73
COc1ccc(OC)c(/C=N/NC(=O)N/N=C/c2cc(OC)ccc2OC)c1	1.6
CCc1cc2c(cc1C(=O)Cn1cc([N+](=O)[O-])nc1C)C(C)(C)CCC2(C)C	-1.17
CCCn1c(C)c(C(=O)OCC)c2cc(O)c3ccccc3c21	-1.34

Rewritten bar-delimited: part of the list above
Molecule | Dicer inh
COC(=O)C(Cc1c[nH]c2ccccc12)N=Cc1ccccc1 (configuration not stated) | 1.73
CC(C(=O)NNC(=S)NCC1CC1)n1nnc(N2CCOCC2)n1 (configuration not stated) | 3.88*

6 structures already listed, sorted by heavy-atom count, largest number first.
SMILES	Dicer inh
C=CCOc1cccc(C2c3c(oc4ccccc4c3=O)C(=O)N2c2nc(C)c(C(=O)OC)s2)c1 (configuration not stated)	-2.61
CCCc1nnc(N2C(=O)c3oc4ccc(F)cc4c(=O)c3C2c2ccc(OCC)cc2)s1 (configuration not stated)	-1.03
CCOc1ccc(S(=O)(=O)N2CCSC2c2cc(OC)ccc2OC)cc1 (configuration not stated)	4.81*
CC(C(=O)NNC(=S)NCC1CC1)n1nnc(N2CCOCC2)n1 (configuration not stated)	3.88*
COC(=O)C(Cc1c[nH]c2ccccc12)N=Cc1ccccc1 (configuration not stated)	1.73
CCC(C(=O)O)N1C(=O)C2CCCCC2C1=O (configuration not stated)	0.98

Next section:
SMILES	Dicer inh
CN(C)/C=C/C(=O)c1ccc(Cl)cc1	-0.38
CN(C)CCN1C(=O)C(O)=C(C(=O)c2cc3ccccc3o2)C1c1cccc(Oc2ccccc2)c1 (configuration not stated)	0.92
CCOC(=O)c1sc(SCc2ccccc2)c2c1CCCC2=O	-1.57
FC(F)(F)c1ccc(-c2nnc(SCc3ccc(Cl)cc3)s2)nc1	0.3
COc1ccccc1NC(=O)NC1CCN(c2nccc(C(F)(F)F)n2)CC1	-1.27
Cc1cccc2c1N(C(=S)Nc1cccc(C(F)(F)F)c1)CCC2	0.57
CC(Oc1ccc(Cl)cc1)C(=O)NNC(=S)Nc1ccccc1 (configuration not stated)	-1.07
CC(C)CCn1c(=O)[nH]c2ccccc21	0.96
CC(=O)CSc1nsc(SCC(C)=O)n1	-2.38
Nc1ccc(Oc2ccccc2)cc1	5.04*
COc1ccc(OCC(O)CNC(=O)Nc2ccc(C(C)(C)C)cc2)cc1 (configuration not stated)	-0.41
COc1cc(C(=O)Nc2ccc3n[nH]nc3c2)cc(OC)c1OC	-0.91
CCOC(=O)C1Cn2c(nc3c(c2=O)C(C)(CC)Cc2ccccc2-3)S1 (configuration not stated)	3.52*
c1ccc(Sc2ncnc3sc4c(c23)CCCC4)cc1	-1.29
Cc1ccc(C2C3=C(CC(C)(C)CC3=O)Nc3ncnn32)cc1 (configuration not stated)	1.07
CCOC(=O)CCCCCN1C(=O)S/C(=C/c2ccccc2)C1=S	-1.86
CC(C)CC(=O)Nc1nc2c(s1)C(=O)CC(C)(C)C2	0.92
CCOC(=O)COc1ccc2c(=O)c(Oc3ccc(CC)cc3)c(C(F)(F)F)oc2c1	0.42
CC(C)(O)C#Cc1ccc(/C=N/O)cc1	0.25
O=C(NNc1nc(-c2cc3ccccc3o2)cs1)c1ccc(Cl)cc1	8.03
O=C(Oc1ccnc2cc(Cl)ccc12)N1CCCCC1	2.16
Cc1cn(CCC(=O)Nc2nn(C)c3ccccc23)c2ccccc12	2.88
Clc1ccccc1CN1CCc2sccc2C1	-0.12
Cc1cc(Br)c(NC(=O)C(Cl)Cl)c(Br)c1	0.14
COc1ccc(C2CC(=O)NN2)cc1OC1CCCC1 (configuration not stated)	-4.17
O=C1C(Oc2ccccc2)C(c2ccc(F)cc2)N1Cc1ccc2c(c1)OCO2 (configuration not stated)	2.96
Cn1c(=O)c(Sc2ccccc2)c(O)c2ccccc21	17
CCCOC(=O)C1=C(C)NC2=C(C(=O)CC(C)(C)C2)C1c1cccnc1 (configuration not stated)	0.87
Cc1ccc(C2CC(=O)c3cnc(N4CC(C)CC(C)C4)nc3C2)cc1 (configuration not stated)	-0.1

A second format for 6 compounds above.
smiles,Dicer inh
Cn1c(=O)c(Sc2ccccc2)c(O)c2ccccc21,17
O=C1C(Oc2ccccc2)C(c2ccc(F)cc2)N1Cc1ccc2c(c1)OCO2 (configuration not stated),2.96
CC(C)CC(=O)Nc1nc2c(s1)C(=O)CC(C)(C)C2,0.92
FC(F)(F)c1ccc(-c2nnc(SCc3ccc(Cl)cc3)s2)nc1,0.3
COc1ccccc1NC(=O)NC1CCN(c2nccc(C(F)(F)F)n2)CC1,-1.27
CCOC(=O)COc1ccc2c(=O)c(Oc3ccc(CC)cc3)c(C(F)(F)F)oc2c1,0.42
